High-throughput results from PubChem BioAssay.
miR-122 sensor = inhibitors of miR-122 in Huh7 cells; 340,000 tested, 0.3% active; AID 602342; Huh7 miR-122 Renilla luciferase sensor, 48 h; neutral wells = 0, positive control = 100; activation (reporter increase), % at 12.5 µM;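 active means mean replicate activation score at least 90 and every replicate individually at or above 90; inconclusive means only one of the two criteria met; inactive means neither criterion met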;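 further: higher luciferase means less miR-122 activity so hits act as miR-122 inhibitors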
GSIS activator = GLuc luminescence reporter in INS-1E cells, primary screen for activators of glucose-dependent secretion of insulin; INS-1E GLuc reporter insulin secretion, 2-3 h; 370,000 tested, 0.61% active; activation, % at 16.6 µM;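 active means lowest replicate activation of at least 40%, so every replicate reaches that level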;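 further: 0% = median of neutral control wells and 100% = median of IBMX positive control wells; some compounds called inactive have numbers as strong as hits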
F508del corr = correctors of CFTR F508del function in bronchial epithelial cells. CFBE cells, YFP halide quenching; stimulated with forskolin plus potentiator P3; % fluorescence drop versus neutral controls. activity (quench increase), % at 7.58 µM. 350,000 tested, 0.36% active. AID 720511;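 active means mean added fluorescence quench of at least 8% versus neutral control, with both replicates also reaching 8%; inconclusive means only one of the mean or replicate conditions met; inactive means mean below 8% and not both replicates reaching 8%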;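 further: cells transiently co-express mutant CFTR-F508del with the halide-sensitive YFP; corrector assay measuring rescue of mutant channel to the surface after 24 h compound exposure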
DENV2 CPE rescue = inhibitors of DENV2 cytopathic effect; 350,000 tested, 1.7% active; CPE inhibition, % at 9.99 µM; DENV2-infected cells, cytopathic effect rescue, plate reader; AID 651640; in the data active means CPE inhibition above about 20%, passing the limit was not always enough; inconclusive means no clear call, values can overlap the other calls; tested in BHK-21 cells;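 further: 0% = median of neutral control wells and 100% = median of positive control wells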
FN deposit inh = fibronectin deposition inhibition; AH1F fibroblasts, Alexa488-fibronectin deposition fluorescence, overnight; inhibition, % at 12.6 µM; 350,000 tested, 0.086% active; AID 743247;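 active means mean inhibition across replicates of 30% or more, regardless of how many single replicates reach that level; inconclusive means mean under 30% yet at least half of replicates reach 30%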;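 further: positive control wells lacked labelled fibronectin entirely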
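material = AH1F fibroblast monolayer depositing Alexa488-labelled fibronectin into matrix | amount = 10000 AH1F cells/well | buffer or medium = DMEM plus 2% serum, read in PBS | incubation = 1 h cell adhesion before compound, then overnight fibronectin incubation | detection = fluorescence at 485 nm excitation, 525 nm emission | evaluation = percent inhibition as loss of matrix-bound fibronectin fluorescence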
EWS-Fli inh = blocks EWS/Fli oncoprotein-driven transcription; inhibition, % at 12.6 µM; 350,000 tested, 0.67% active; A673 NR0B1-luciferase reporter, viability-normalised;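 active means mean inhibition of at least 50% after viability correction, with every replicate also passing that limit; inconclusive means mean reaches 50% but only one of two replicates passes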;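 further: firefly luciferase signal divided by Alamar Blue viability fluorescence both relative to DMSO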
PAX8 inh HTS = PAX8 transcriptional activity inhibition; RMG-I TPO-luciferase reporter, SteadyGlo, 24 h; inhibition, % at 12.6 µM; 360,000 tested, 1.2% active; AID 652154;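 active means mean replicate inhibition at least 60% with every replicate also reaching 60%; inconclusive means only one of the two criteria is met; inactive means mean below 60% and not all replicates reaching 60%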;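 further: luciferase light reporting Pax8 driven TPO promoter activity; plate controls were median of neutral control wells for no effect and mitoxantrone controls for full effect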
Active calls of the source: *; u = inconclusive; x = not tested or not shown; & = joins results of further samples; [ ] = dose if it differs, or a comment.

The opening two compounds as a preview:
SMILES	miR-122 sensor	GSIS activator	F508del corr	DENV2 CPE rescue	FN deposit inh	EWS-Fli inh	PAX8 inh HTS
C[C@H]1CN([C@@H](C)CO)S(=O)(=O)c2ccc(C3=CCCCC3)cc2O[C@H]1CN(C)C(=O)C1CCOCC1	1[16.7 µM]	1	-0.3	15	-16	-3	-11
COc1ccc(NS(=O)(=O)c2ccc(C(=O)N3CCC(C)CC3)cc2)cc1	x	-21	0.1	-8	-1	13	26

This part in full, previewed entries included:
SMILES	miR-122 sensor	GSIS activator	F508del corr	DENV2 CPE rescue	FN deposit inh	EWS-Fli inh	PAX8 inh HTS
C[C@H]1CN([C@@H](C)CO)S(=O)(=O)c2ccc(C3=CCCCC3)cc2O[C@H]1CN(C)C(=O)C1CCOCC1	1[16.7 µM]	1	-0.3	15	-16	-3	-11
COc1ccc(NS(=O)(=O)c2ccc(C(=O)N3CCC(C)CC3)cc2)cc1	x	-21	0.1	-8	-1	13	26
COc1ccc(OCC(=O)NCCCN2CCOCC2)cc1	4	x	x	x	-3	x	5
O=C1NC2(CCc3ccccc32)C(=O)N1CCOc1ccc(Cl)cc1 (stereo not drawn)	1	x	x	x	2	x	-15
CN(C)CCCNc1oc(/C=C/c2cccs2)nc1S(=O)(=O)c1ccccc1	-9	13	-2.2	-2	-2	x	0
O=C(C1CCC(CNc2c(N3CCOCC3)c(=O)c2=O)CC1)N1CCN(c2ccccc2)CC1 (stereo not drawn)	-10	-5	-0.6	-13	0	-1	-18
C[C@@H]1CN([C@H](C)CO)C(=O)c2cc(Br)cnc2O[C@@H]1CN(C)Cc1cncnc1	-2	-5	-1.2&0.7	1&-1	-4	-4&-7	0
O=C(NC1CCCCC1)C(c1ccncc1)N(CC1CCCO1)C(=O)C(F)(F)F (stereo not drawn)	3	x	x	x	0	x	7
CCN1[C@H](C(=O)OC)[C@@H](CO)[C@@H]2Cn3c(ccc(-c4cncnc4)c3=O)[C@@H]21	1[16.7 µM]	4	2.6	17	x	-4	12
CCOC(=O)C(NC(C)=O)(NC(C)C)C(F)(F)F (stereo not drawn)	16	0	-2.4	15	-2	1	5
C[C@H]1CN([C@@H](C)CO)S(=O)(=O)c2ccc(C#Cc3ccc(F)cc3)cc2O[C@@H]1CN(C)C(=O)NC1CCCCC1	13[16.7 µM]	-7	6.8	5	-4	12	91*
COc1ccc(NC(=O)N2CCN(c3nc(-c4cccc(OC)c4)cs3)CC2)cc1	0	-25	x	x	-4	x	x
Cc1noc(C)c1NC(=O)Nc1ccc2c(c1)C(=O)N([C@H](C)CO)C[C@H](C)[C@H](CN(C)C(=O)Nc1ccc(F)cc1)OCCCC[C@H](C)O2	0[16.7 µM]	8	-0.4	8	-10	-16	8
Cc1ccc(C(=O)O)cc1NC(=O)CSc1ncnc2sc3c(c12)CCC3	x	6	-2.0	0	6	8	0
CCN(CC)C(=O)C1CCCN(C(=O)c2oc3ccc(C)cc3c2C)C1 (stereo not drawn)	-5	27	4.6	2	5	-6	-13
Cc1noc(C)c1NC(=O)N(C)C[C@@H]1Oc2cc(C#CCC(C)C)ccc2S(=O)(=O)N([C@H](C)CO)C[C@@H]1C	2[16.7 µM]	-14	-1.9	16	x	-3	1
CN(/N=C/c1ccc(Br)o1)C1=NS(=O)(=O)c2ccccc21	-5	-4	-2.2	5	-11	6	2
CC1(C)SC(=S)N(NC(=O)Nc2ccccc2)C1N(O)C(=O)Nc1ccccc1 (stereo not drawn)	4	x	x	x	-3	x	16
COc1cc2cc(C)c3nnc(SCC(=O)Nc4cc(C)on4)n3c2cc1OC	-7	13	3.1	4	13	-23	-7
COC(=O)c1ccc(NS(=O)(=O)NC(=O)c2c[nH]c3ccccc23)cc1	1	7	-0.1	0	-2	x	-1
Nc1c(Cl)ncnc1N/N=C/c1ccc2ccccc2n1	x	14	-3.0	-2	-8	-8	1
COc1ccc(CCNC(=O)CCOc2cc(C)ccc2C)cc1OC	-4	58	0.5	-9	x	8	12
COc1cccc(-c2nc(SCC(=O)Nc3nc(-c4ccccc4)c(C)s3)[nH]c(=O)c2C#N)c1	x	-8	0.2	10	0	10	5
S=C(NCCc1ccccc1)Nc1ccccc1Cl	5	-7	x	x	7	x	-44

Some of the entries so far, with bars between the fields:
mol | miR-122 sensor | GSIS activator | F508del corr | DENV2 CPE rescue | FN deposit inh | EWS-Fli inh | PAX8 inh HTS
Cc1ccc(C(=O)O)cc1NC(=O)CSc1ncnc2sc3c(c12)CCC3 | x | 6 | -2.0 | 0 | 6 | 8 | 0
CCN(CC)C(=O)C1CCCN(C(=O)c2oc3ccc(C)cc3c2C)C1 (stereo not drawn) | -5 | 27 | 4.6 | 2 | 5 | -6 | -13

Next section.
SMILES	miR-122 sensor	GSIS activator	F508del corr	DENV2 CPE rescue	FN deposit inh	EWS-Fli inh	PAX8 inh HTS
COc1ccc(C#Cc2ccc3c(c2)[C@@H]2[C@@H](CCN2S(=O)(=O)c2ccc(OC)cc2)[C@H](CO)N3C)cc1	52[16.7 µM]	-1	1.7	3	10	-5	-3
O=C(CN1C(=O)c2cccnc2Oc2ccc(Cl)cc21)Nc1ccccc1F	7	1	2.0	0	8	11	2
Nc1ccc2nc(COc3ccccc3)[nH]c2c1	2	-2	2.5	11	-7	-41	-17
Cc1cnc(C(=O)OCc2ccc(Br)cc2F)cn1	-5	2	-0.8	-5	4	-2	5
COc1cc(C#Cc2c(-c3cncn3C)n(C)c3ccc(-c4cc(OC)c(OC)c(OC)c4)cc23)cc(OC)c1	-8	x	3.1	0	-6	23	73*
CN(C)C(=O)C[C@@H]1CC[C@H]2[C@@H](COC[C@H](O)CN2Cc2nccs2)O1	-7[16.7 µM]	10	0.7	-2	-1	-6	12
COc1ccc(NC(=O)Nc2ccc([N+](=O)[O-])cc2)cn1	2	5	-0.3	3	-18	-49	-58
N#C[C@@H]1N[C@@H](CO)[C@H]1c1ccc(C#Cc2ccccc2F)cc1	x	5	-3.0	14	-4	-62	-46
O=C(COC(=O)c1ccc(C(F)(F)F)cc1)Nc1cccc(S(=O)(=O)NC2=NCCCCC2)c1	x	x	-1.3	16	-4	-2	-10
CCn1nc(NS(=O)(=O)c2ccccc2)c2cc3cc(C)ccc3nc21	2	9	-1.6	-6	-5	3	-14
Cc1cc(Nc2nc3ccccc3[nH]c2=O)n(-c2ccccc2)n1	-11	x	x	x	6	x	5
COCC(=O)N1CCC2(CC1)CN(C(=O)CN1CCOCC1)[C@@H](CO)c1c2c2ccc(OC)cc2n1C	x	6	-3.2	3	x	4	x

Filtered by structure, the compounds so far with bromine
SMILES	miR-122 sensor	GSIS activator	F508del corr	DENV2 CPE rescue	FN deposit inh	EWS-Fli inh	PAX8 inh HTS
C[C@@H]1CN([C@H](C)CO)C(=O)c2cc(Br)cnc2O[C@@H]1CN(C)Cc1cncnc1	-2	-5	-1.2&0.7	1&-1	-4	-4&-7	0
CN(/N=C/c1ccc(Br)o1)C1=NS(=O)(=O)c2ccccc21	-5	-4	-2.2	5	-11	6	2
Cc1cnc(C(=O)OCc2ccc(Br)cc2F)cn1	-5	2	-0.8	-5	4	-2	5

(listing goes on)
SMILES	miR-122 sensor	GSIS activator	F508del corr	DENV2 CPE rescue	FN deposit inh	EWS-Fli inh	PAX8 inh HTS
COc1ccc(CN(C)C[C@H]2OCCCC[C@H](C)Oc3ccc(NC(=O)NC(C)C)cc3C(=O)N([C@@H](C)CO)C[C@H]2C)cc1	-1[16.7 µM]	1	-0.1	x	x	-2	-19
O=C(O)CCN1C(=O)/C(=C\c2cccc(OCc3ccccc3)c2)SC1=S	-2	x	-1.6	-3	-1	-11	-9
COc1ccc2c(c1)-c1nc(N)sc1CC2	x	-9	1.8	1	-3	-15	-5
CN1c2ccc(C3=CCCCC3)cc2[C@H]2[C@H](CCN2C(=O)C2CCCCC2)[C@H]1CO	x	15	3.3	12	-13	-1	-8
CC1CC(=O)Nc2ccccc2N1C(=O)Nc1ccccc1 (stereo not drawn)	-2	1	0.2	-4	-1	6	-10
S=c1[nH]c2ccccc2n2c(=S)[nH]nc12	-11	-28	1.9	19	-1	3	11
Cc1ccccc1CNC(=O)C(=O)NCC1OCCCN1S(=O)(=O)c1ccc(F)cc1C (stereo not drawn)	-6	-17	-2.4	4	x	7	-4
COc1ccccc1N(C)S(=O)(=O)c1ccc(C(=O)OCC(=O)NCc2ccco2)cc1	-7	x	x	x	-5	x	-2
COc1ccc(OCC(=O)NNC(=O)C(=O)Nc2ccc(C)cc2)cc1	x	4	x	-1	-10	-17	14
CC(C)c1ccc(COc2ccc(C(=O)N3CCOCC3)cc2)cc1	x	-35	1.3	-5	x	4	-11
CC1CCN(C(=O)Cn2cc(SCC(=O)NCC3CCCO3)c3ccccc32)CC1 (stereo not drawn)	x	4	1.8	7	x	7	5
O=C(Cn1cnc2ccccc2c1=O)N1CCc2ccccc2C1	-3	-4	-0.7	-1	7	3	-15
COc1ccc(C)cc1S(=O)(=O)N(C)CC(=O)N1CCC(C)CC1	-2	-1	2.4	0	x	-7	x
Cc1cc(Nc2ccccc2)nc(N)n1	-3	x	0.2	-2	x	0	x
COCC(=O)N1CCC2(CC1)CN(Cc1nccs1)[C@H](CO)c1c2c2ccc(OC)cc2n1C	x	-9	0.4	0	x	0	x
C/C=C/c1ccc2c(c1)O[C@H](CN(C)C(=O)c1ccccn1)[C@H](C)CN([C@@H](C)CO)S2(=O)=O	-1[16.7 µM]	15	-1.7	1	x	-9	x
C[C@@H]1CN([C@@H](C)CO)S(=O)(=O)c2ccc(C#Cc3ccc(F)cc3)cc2O[C@H]1CN(C)C(=O)c1ccccn1	7[16.7 µM]	-18	9.0*	7	10	23	x
CCOC(=O)N1CCC(NS(=O)(=O)c2cc3c(cc2Br)CCN3C(=O)CC)CC1	x	13	-0.1	12	1	1	-9
N#C[C@@H]1[C@H](c2ccccc2C2=CCCCC2)[C@H](CO)N1C(=O)NC1CCCCC1	x	-25	-5.6	-20	-5	-17	x
CC1(OC(=O)c2cccs2)C(=O)C=C2C=C(C3CC3)OC=C2C1=O (stereo not drawn)	-4	-13	-3.6	4	12	-2	0
Cc1cccc(CC(=O)NCCN2CCCCC2)c1	x	-4	-0.4	9	-6	12	16
O=C(N/N=C/c1ccccc1)c1[nH]ncc1Br	x	4	0.3	-6	-1	-96	-162
O=C(O)CCC(=O)c1ccc2sc3ccccc3c2c1	x	5	2.7	-5	6	-19	-131
O=C(Cc1ccccc1F)NC1CCSc2ccccc21 (stereo not drawn)	4	-3	1.8	-1	0	-2	7
O=C(NCC(=O)N1CCCCCCC1)c1ccc(Br)o1	20	8	-0.9	u	3	-18	-43
COc1ccc(-n2c3c(cc(C(=O)NCc4ccco4)c2=O)C(=O)CC(C)(C)C3)cc1	x	-11	0.7	3	x	14	1
